TIM10 inh – growth inhibitors of isogenic TIM10 control yeast, primary screen, counter-screen for tim10-1 yeast inhibitor project, luminescence, uHTS; S. cerevisiae TIM10 strain growth, BacTiter-Glo luminescence, 24 h; inhibition, % at 10 µM; 1.4% of 330,000 active;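 active means inhibition of 40% or more at the single tested concentration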;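 further: wild-type TIM10 isogenic control strain grown at permissive 25 °C; 0% = DMSO yeast wells and 100% = minimal medium wells without yeast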
UPR XBP1 act – activators of adaptive XBP1 UPR arm, primary screen, cell-based, CHO-XBP1 luciferase reporter, luminescence, uHTS | 0.33% of 330,000 active | activation, % at 20 µM | IRE1-XBP1 UPR activation; percent of tunicamycin response, DMSO as zero;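 active means versus positive control, 20 µM dose yields 30% or more activation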;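 further: 100% = tunicamycin at 10 µg/mL and 0% = DMSO only wells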
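assay system = CHO-XBP1 luciferase reporter cells | amount = 1000 cells/well | buffer or medium = F12 plus 10% FBS | compound dosing = single point, 20 µM final compound, 1% DMSO | incubation = 16-18 h cell attachment at 37 °C, then 6 h compound exposure | detection = Steady-Glo luminescence read | controls = tunicamycin 10 µg/mL and vehicle-only wells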
Jurkat NFkB inh – inhibitors of induced NF-kB luciferase reporter, primary screen, TCR NF-kB activation inhibitor project, cell-based, luminescence, uHTS; AID 435003, 2010; 0.53% of 330,000 active; Jurkat, PMA/ionomycin-induced NF-kB luciferase reporter; inhibition, % at 4 µM; in the data active means inhibition above about 50%
Mdm2-MdmX inh – inhibitors of human Mdm2-MdmX association, primary screen, cell-based, luminescence, split luciferase, SaOS-2, uHTS. Protein Mdm4 (Homo sapiens) + E3 ubiquitin-protein ligase Mdm2 (Homo sapiens), …. 3% of 330,000 active. SaOS-2 split-luciferase Mdm2/MdmX complementation. inhibition, % at 8 µM. AID 485346, 2010;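 active means inhibition of at least 50% at 8 µM in the primary screen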
Target sequence (O15151 whole entry, looked up): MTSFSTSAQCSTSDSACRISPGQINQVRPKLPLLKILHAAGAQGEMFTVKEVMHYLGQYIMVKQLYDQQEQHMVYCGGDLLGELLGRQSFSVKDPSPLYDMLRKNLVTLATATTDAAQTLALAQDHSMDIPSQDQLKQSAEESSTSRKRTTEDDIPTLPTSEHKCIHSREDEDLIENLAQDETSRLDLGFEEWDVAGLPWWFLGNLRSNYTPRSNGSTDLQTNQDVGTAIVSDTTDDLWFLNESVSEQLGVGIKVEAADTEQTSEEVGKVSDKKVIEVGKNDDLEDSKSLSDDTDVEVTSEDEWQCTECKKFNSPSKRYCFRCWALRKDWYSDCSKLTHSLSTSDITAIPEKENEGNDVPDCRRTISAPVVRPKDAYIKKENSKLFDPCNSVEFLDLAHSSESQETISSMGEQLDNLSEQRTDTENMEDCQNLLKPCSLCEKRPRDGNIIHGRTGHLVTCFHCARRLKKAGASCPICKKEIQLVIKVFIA
Target sequence (Q00987 whole entry, looked up): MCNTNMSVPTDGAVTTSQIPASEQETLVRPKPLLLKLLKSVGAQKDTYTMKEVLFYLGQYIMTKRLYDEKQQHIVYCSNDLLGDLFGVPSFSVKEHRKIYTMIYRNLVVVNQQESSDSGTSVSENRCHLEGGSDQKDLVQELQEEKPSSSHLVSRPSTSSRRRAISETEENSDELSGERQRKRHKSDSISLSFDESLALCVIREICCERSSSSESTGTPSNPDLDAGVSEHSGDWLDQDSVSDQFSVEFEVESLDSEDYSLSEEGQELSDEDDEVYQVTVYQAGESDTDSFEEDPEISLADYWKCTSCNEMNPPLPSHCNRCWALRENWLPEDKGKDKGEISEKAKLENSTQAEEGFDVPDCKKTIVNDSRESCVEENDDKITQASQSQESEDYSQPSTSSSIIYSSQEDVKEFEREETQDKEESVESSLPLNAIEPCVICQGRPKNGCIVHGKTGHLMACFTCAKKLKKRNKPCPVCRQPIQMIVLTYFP
tim10-1 inh – growth inhibitors of tim10-1 mutant yeast, primary screen, luminescence, uHTS. S. cerevisiae tim10-1 ts strain growth, BacTiter-Glo, 24 h. inhibition, % at 20 µM. 2.2% of 330,000 active. AID 463190, 2010;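 active means inhibition of at least 40%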;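 further: mutant grown at 25 °C; 0% = DMSO wells with yeast and 100% = wells holding no yeast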
tim23-1 inh – growth inhibitors of tim23-1 mutant yeast, primary screen, luminescence, uHTS | inhibition, % at 20 µM | S. cerevisiae tim23-1 growth, BacTiter-Glo luminescence, 24 h | 1.3% of 330,000 active;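 active means growth inhibition of the mutant yeast at or above 50%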;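 further: temperature-sensitive mutant grown at 25 °C; plate controls were DMSO-treated mutant yeast for no effect and medium wells lacking yeast for full effect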
UPR CHOP act – activators of apoptotic CHOP UPR arm, primary screen, cell-based, CHO-CHOP luciferase reporter, luminescence, uHTS; UPR activation; percent of tunicamycin response over DMSO baseline; activation, % at 10 µM; 0.34% of 330,000 active;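 active means at 10 µM dose, activation of 40% or more, normalized to positive control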;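 further: 100% = tunicamycin at 10 µg/mL and 0% = DMSO alone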
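System: CHO CHOP reporter cells. Amount: 500 cells per well. Buffer or medium: F12 medium, 10% FBS. Compound dosing: one dose, 10 µM in 0.5% DMSO. Incubation: 6 h compound exposure at 37 °C after overnight seeding. Technique: Steady-Glo luciferase luminescence. Benchmarks: tunicamycin and DMSO controls.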
697 NFkB inh – inhibitors of PMA/ionomycin-induced NF-kB reporter, 697 cells, primary screen, B-cell NF-kB inhibitor project, cell-based, luminescence, uHTS | 0.33% of 330,000 active | 697 B-cell NF-kB luciferase reporter, 16 h | inhibition, % at 4 µM | AID 435022, 2010; in the data active means inhibition above about 35%
* marks the source's active call; other numbers are inactive results.

SMILES | TIM10 inh | UPR XBP1 act | Jurkat NFkB inh | Mdm2-MdmX inh | tim10-1 inh | tim23-1 inh | UPR CHOP act | 697 NFkB inh
CCC(Oc1ccccc1)C(=O)NC1CCCCCC1 (stereo not drawn) | -6 | -2 | 7 | 6 | 2 | 12 | 1.3 | 14
CCOC(=O)N1CCN(S(=O)(=O)c2ccc(C)c(C)c2)CC1 | -2 | -1 | -8 | 13 | 8 | 6 | -0.2 | 10
NCCCCCc1nnc(SCc2ccc(Cl)cc2Cl)o1 | 5 | -3 | 8 | -6 | 18 | -2 | -1.7 | 0
Cc1noc(C(=O)Nc2cccc(Cl)c2)c1Cl | 2 | 3 | -35 | -6 | 17 | 23 | 3.3 | -41
NS(=O)(=O)c1ccc(Nc2ccc([N+](=O)[O-])c3nonc23)cc1 | 7 | -3 | 0 | -14 | 1 | 19 | 0.0 | 23
O=[N+]([O-])c1ccc(P(=O)(Cc2ccccc2)c2ccccc2O)cc1 (stereo not drawn) | -15 | -3 | -13 | -5 | 12 | 9 | 1.0 | -1
Cc1n[nH]c(C)c1S(=O)(=O)Nc1ccc2c(c1)OCCO2 | 3 | -7 | 15 | 35 | -4 | 7 | -1.1 | -11
COC(=O)C(Cc1cnc(Cl)s1)(C(=O)OC)c1ccc([N+](=O)[O-])cc1 | 14 | -2 | 6 | -25 | 26 | 3 | -0.3 | 10
Cc1cccc(C)c1NC(=O)C(C)N (stereo not drawn) | -3 | -6 | 8 | 25 | 3 | 5 | 5.5 | 21
CC(C)(C)NC(=O)C(c1ccc(O)cc1)N(C(=O)CCC(=O)Nc1nccs1)c1ccc(F)cc1 (stereo not drawn) | -5 | -4 | -13 | -3 | 14 | 8 | -3.0 | 17
Cc1cccc(Nc2nc(N)c([N+](=O)[O-])c(NCCO)n2)c1 | 10 | 2 | -4 | 31 | 11 | -2 | 2.0 | -33
O=C(CNC(=O)c1ccco1)N/N=C/c1ccccc1[N+](=O)[O-] | 8 | 1 | -1 | -12 | 8 | -2 | -0.2 | 11
O=C(CN(Cc1ccco1)C(=O)c1ccccc1)Nc1ccc(Cl)c(Cl)c1 | 33 | 0 | -21 | 15 | 18 | 25 | 3.5 | -4
COc1ccc(S(=O)(=O)N2CCN(C(=O)NCc3ccc(OC)c(OC)c3)CC2)cc1 | -3 | -4 | 6 | 9 | 22 | 17 | 1.2 | 25
COC(=O)c1ccccc1N(C)S(C)(=O)=O | 2 | 1 | -2 | -18 | 13 | -2 | 0.2 | -12
O=C1CC(=O)Nc2cc(S(=O)(=O)N3CCOc4ccc(Cl)cc43)ccc2N1 | 6 | -3 | 1 | 14 | 1 | 4 | -2.3 | -1
c1coc(CNc2ncnc3[nH]ncc23)c1 | -2 | -1 | 8 | -1 | 0 | -3 | -0.4 | -1
CC(Oc1ccc(F)cc1)C(=O)Nc1ccc(N2CCOCC2)cc1N1CCOCC1 (stereo not drawn) | 16 | 1 | -2 | 21 | 11 | 30 | 2.2 | -2
O=S(=O)(c1ccc2c(c1)OCCO2)N1CCNCC1 | -1 | -1 | 7 | 23 | -17 | -9 | 1.0 | 1
O=C(Nc1ccc(C(=O)N2CCOCC2)cc1)c1cnn2c(C(F)F)cc(-c3ccccc3)nc12 | -9 | 15 | -1 | 27 | -15 | -1 | 0.2 | 1

Entries shown so far with an NH in an aromatic ring (2):
SMILES | TIM10 inh | UPR XBP1 act | Jurkat NFkB inh | Mdm2-MdmX inh | tim10-1 inh | tim23-1 inh | UPR CHOP act | 697 NFkB inh
Cc1n[nH]c(C)c1S(=O)(=O)Nc1ccc2c(c1)OCCO2 | 3 | -7 | 15 | 35 | -4 | 7 | -1.1 | -11
c1coc(CNc2ncnc3[nH]ncc23)c1 | -2 | -1 | 8 | -1 | 0 | -3 | -0.4 | -1

Next compounds.
SMILES | TIM10 inh | UPR XBP1 act | Jurkat NFkB inh | Mdm2-MdmX inh | tim10-1 inh | tim23-1 inh | UPR CHOP act | 697 NFkB inh
C/C(=N\NC(=O)c1nnn(-c2nonc2N)c1CN1CCc2ccccc21)c1ccccc1O | 14 | -1 | 9 | 69* | 35 | 8 | -1.9 | -31
Cc1cc(C)nc(SCC(=O)Nc2ccccc2[N+](=O)[O-])n1 | 0 | -1 | 3 | 1 | 17 | -2 | 0.5 | 23
C=CCN1C(=O)C2C(C(=O)NCc3ccccc3)C3C=CC2(O3)C1C(=O)NC(C)(C)C (stereo not drawn) | -2 | 1 | 9 | -2 | 7 | 3 | -1.0 | 11
O=C(Nc1ccc(S(=O)(=O)N2CCOCC2)cc1)c1cc(-c2cc(Cl)ccc2O)n[nH]1 | -7 | 9 | 49 | 87* | 9 | -7 | 1.0 | -41
COc1ccc(S(=O)(=O)Nc2ncccc2C)c2ccccc12 | 5 | -6 | -21 | -13 | 12 | 20 | 0.1 | -41
CCOc1ccc(C(C)=O)cc1COC(=O)CN1C(=O)NC2(CCCC2)C1=O | -6 | -3 | 6 | 15 | -9 | -8 | -0.1 | -1
COc1cccc(CNC(=O)CCC2CCCN(C(=O)C3CCOCC3)C2)c1 (stereo not drawn) | -4 | -3 | 3 | 1 | 3 | 16 | 1.3 | 20
COc1cc2cc(CCCOC(=O)c3ccco3)oc(=O)c2cc1OC | -8 | 2 | -5 | -22 | -5 | 15 | 0.1 | -12
CN(C)S(=O)(=O)c1cccc(NC(=S)N/N=C/c2cc(Br)ccc2O)c1 | 29 | 3 | 32 | 70* | 19 | 58* | -0.6 | -10
COc1ccc2nc3sc(C(=O)NCc4cccs4)c(N)c3cc2c1 | 23 | -2 | 9 | 4 | 23 | 26 | -0.1 | 3
Cc1cc(C)n(-c2ccc(S(=O)(=O)N3CCCC3)cc2[N+](=O)[O-])n1 | 7 | 0 | -1 | -12 | 12 | 12 | 1.0 | -6
CN1CCN(C2=Cc3ccccc3Sc3cc(F)c(Cl)cc32)CC1 | 26 | 1 | -11 | 37 | 15 | -11 | -1.0 | -16
CCOc1ccc(NC(=O)N(C2CCCCCC2)C2CCN(C(C)=O)CC2)cc1 | 10 | -3 | 11 | 20 | 15 | 16 | -1.1 | 16
O=c1[nH]c2ccc(Cl)cc2c(-c2ccccc2)c1[N+](=O)[O-] | -6 | 0 | 3 | 33 | -3 | 17 | 3.9 | 0
COc1cc(/C=N/NC(=O)c2cccnc2)ccc1OS(=O)(=O)c1ccc(C)cc1 | 14 | 1 | -3 | -19 | 11 | 14 | -0.8 | -22
O=C(NCCc1c[nH]c2ccccc12)C(F)(F)C(F)F | 8 | -1 | -15 | 11 | 8 | 9 | 0.2 | 10
NC(=O)C1CCN(C(=O)c2ccc(C(F)(F)F)cc2)CC1 | -5 | -4 | 5 | 11 | -3 | 5 | -1.2 | 9
Cc1ccc(CNC(=O)c2cc3c(C)nc4ccccc4c3o2)cc1 | 2 | 0 | 9 | 33 | 18 | 29 | 2.3 | -13
CCCOc1ccc(-c2nc[nH]c2[N+](=O)[O-])cc1 | -7 | -1 | -8 | 7 | -41 | -22 | -1.2 | 6
CCOc1cccc2cc(-c3csc(NC(=O)CCC(=O)N4CCC(C)CC4)n3)c(=O)oc12 | -11 | 37* | -8 | 32 | 19 | -20 | 95* | 5
CCN(C(=O)CN1C(=O)COc2ccc(S(=O)(=O)N3CCOCC3)cc21)c1ccc(OC)cc1 | 7 | -1 | -11 | -2 | -10 | -17 | 0.3 | -22
COc1ccc2cc(S(=O)(=O)n3cnc(C)c3)ccc2c1 | 19 | 2 | -2 | 5 | 24 | 4 | -2.0 | 7
O=C(/C=C/c1ccccc1)N1CCC[C@H]1CO | 10 | 0 | -13 | 3 | -4 | 8 | 3.6 | 28
CC1CCN(C(=O)COC(=O)c2ccc([N+](=O)[O-])o2)CC1 | 0 | 2 | 6 | 14 | 18 | 20 | 0.5 | 0
CN1CCN(C(=O)c2cc(Br)cn2C)CC1 | 9 | -6 | 3 | -17 | -11 | 15 | 3.1 | -9
CCCSc1ccc([C@H]2N[C@@](C)(C(=O)OC)[C@H]3C(=O)N(C)C(=O)[C@@H]23)cc1 | -5 | 2 | 25 | -18 | 1 | 4 | 1.2 | 12
O=C(N/N=C/c1ccc(O)c(Br)c1)c1cc2c(ccc3ccccc32)o1 | 14 | 9 | 1 | 21 | 10 | 18 | 4.0 | 10
O=C(Cc1ccc(Cl)c(Cl)c1)Nc1ccccc1N1CCOCC1 | -3 | 0 | 7 | 18 | 6 | 19 | 0.9 | 6
N#C/C(=N/Nc1ccccc1F)C(=N)N1CCOCC1 | -10 | 0 | -24 | 0 | -5 | 4 | 1.7 | -9
Cc1ccc(CNC(=O)c2cnccn2)cc1 | -1 | -1 | 0 | 6 | 0 | 0 | -1.1 | 16

Four compounds picked at random from the list so far:
SMILES | TIM10 inh | UPR XBP1 act | Jurkat NFkB inh | Mdm2-MdmX inh | tim10-1 inh | tim23-1 inh | UPR CHOP act | 697 NFkB inh
COC(=O)c1ccccc1N(C)S(C)(=O)=O | 2 | 1 | -2 | -18 | 13 | -2 | 0.2 | -12
NS(=O)(=O)c1ccc(Nc2ccc([N+](=O)[O-])c3nonc23)cc1 | 7 | -3 | 0 | -14 | 1 | 19 | 0.0 | 23
Cc1noc(C(=O)Nc2cccc(Cl)c2)c1Cl | 2 | 3 | -35 | -6 | 17 | 23 | 3.3 | -41
Cc1ccc(CNC(=O)c2cc3c(C)nc4ccccc4c3o2)cc1 | 2 | 0 | 9 | 33 | 18 | 29 | 2.3 | -13

Other records follow.
SMILES | TIM10 inh | UPR XBP1 act | Jurkat NFkB inh | Mdm2-MdmX inh | tim10-1 inh | tim23-1 inh | UPR CHOP act | 697 NFkB inh
O=C(/C=C/c1ccc(O)c(O)c1)OC(Cc1ccc(O)c(O)c1)C(=O)O (stereo not drawn) | -9 | 5 | -1 | -24 | -9 | -2 | -0.2 | 9
CC(C)(C)N(Cc1ccccc1)C(=O)COC(=O)Cn1cnc2ccccc2c1=O | 15 | -3 | -2 | -14 | 8 | 24 | 0.9 | -3
CC(=O)N1c2ccc(S(=O)(=O)N(C)CC(=O)N3CCCC3)cc2CC1C (stereo not drawn) | 5 | -1 | 5 | 11 | -10 | 0 | -0.9 | 12
CSc1ncc(C(=O)Nc2ccc(C(C)=O)cc2)c(-c2ccccc2)n1 | -5 | -2 | -31 | -8 | 11 | 4 | 2.8 | -18
CCOC(=O)CN1CC23C=CC(O2)C(C(=O)Nc2ccc(OCC)cc2)C3C1=O (stereo not drawn) | 12 | 0 | -1 | 3 | 16 | 4 | -1.8 | 0
CCO[C@@H]1OC(C(=O)N2CCN(C)CC2)=C[C@H](c2csc3ccccc23)[C@H]1CCCO | 0 | -4 | 6 | 18 | 8 | 6 | -3.1 | 13
COCCNC(=O)CN(Cc1cccs1)C(=O)CCC(=O)Nc1nccs1 | -7 | -3 | 7 | 3 | -4 | -10 | -0.2 | 3
Cc1cccc(NC(=O)CCNC(=O)c2ccco2)c1 | -8 | 0 | -13 | 0 | -3 | 3 | -1.7 | -13
O=S1(=O)C[C@@H](O)[C@@H](Nc2ccc(Cl)cc2)C1 | -12 | 4 | -1 | 22 | 11 | -13 | -2.1 | -3
CNC(=O)NC(=O)CSc1ncc(C(F)(F)F)cc1Cl | 1 | 0 | 8 | 16 | 2 | 9 | 0.2 | 9
COc1ccc(CCNc2ccc(N3C(=O)CC(C)C3=O)cc2[N+](=O)[O-])cc1 (stereo not drawn) | 4 | 1 | 13 | -24 | 15 | 20 | 0.1 | -10

From PubChem
